# High-throughput results: PubChem BioAssay, National Center for Advancing Translational Sciences (NCATS)
# APE1 inh = qHTS Assay for Inhibitors of the Human Apurinic/apyrimidinic Endonuclease 1 (APE1); recombinant APE1, TAMRA/BHQ-2 abasic DNA cleavage fluorescence; Potency, µM (highest dose often 65.8 µM), for the others: top-dose activity change, negative = inhibition, most hits filed as inhibitors; 0.35% of 350,000 active; DNA repair nuclease/redox regulator APEX1 (Homo sapiens), P27695; AID 2517, 2012;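 further: potency means the concentration at half of the fitted maximal effect; plate controls were vehicle for no effect and reference inhibitor for full effect; nearly all actives have a fitted effect of over 55% in size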
#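 Measures dequenching upon AP-site incision of a 5'-TAMRA/3'-BHQ-2 THF-containing duplex, 50 nM; human APE1 0.75 nM after 15 min room-temperature exposure to compound; kinetic three-point read at one-minute spacing.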
# POLH inh = qHTS for Inhibitors of Polymerase Eta | 1.2% of 390,000 active | recombinant Pol eta, fluorescent DNA replication assay | DNA polymerase eta (Homo sapiens), Q9Y253 | Potency, µM (series often up to 114 µM), for the others: top-dose activity change, negative = inhibition, actives largely listed as inhibitors; further: potency means the concentration at half of the fitted maximal effect; on the % scale 0 is the no-effect control and ±100 the full control effect
# Target sequence (Q9Y253 whole entry, looked up): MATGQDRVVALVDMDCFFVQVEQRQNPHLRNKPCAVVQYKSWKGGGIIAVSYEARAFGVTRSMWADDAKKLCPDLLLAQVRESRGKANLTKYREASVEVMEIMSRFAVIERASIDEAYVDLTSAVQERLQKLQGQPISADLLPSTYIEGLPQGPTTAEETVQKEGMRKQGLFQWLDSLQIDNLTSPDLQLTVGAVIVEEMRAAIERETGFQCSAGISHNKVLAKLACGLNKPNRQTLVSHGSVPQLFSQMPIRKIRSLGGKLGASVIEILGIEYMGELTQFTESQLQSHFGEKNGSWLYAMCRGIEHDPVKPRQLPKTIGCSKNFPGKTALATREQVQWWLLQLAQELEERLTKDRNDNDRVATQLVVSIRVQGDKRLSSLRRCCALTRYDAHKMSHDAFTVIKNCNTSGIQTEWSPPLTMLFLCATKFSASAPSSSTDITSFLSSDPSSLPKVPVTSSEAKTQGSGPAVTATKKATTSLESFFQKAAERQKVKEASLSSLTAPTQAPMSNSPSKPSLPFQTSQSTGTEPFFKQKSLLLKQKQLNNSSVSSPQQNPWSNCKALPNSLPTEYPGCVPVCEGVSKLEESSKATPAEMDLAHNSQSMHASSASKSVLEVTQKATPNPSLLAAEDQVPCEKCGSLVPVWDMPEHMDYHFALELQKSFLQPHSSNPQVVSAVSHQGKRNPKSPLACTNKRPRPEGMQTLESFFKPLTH
#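 Pol eta (10 nM) was preincubated with compounds for 15 min at room temperature, after which fluorescent replication substrate (50 nM final) was added to start the reaction. Fluorescence was read kinetically at 0 and 10 min.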
# LDHA inh = qHTS assay for inhibitors of human lactate dehydrogenase | purified LDHA, NADH/diaphorase-resazurin fluorescence; active compounds read low | 0.15% of 480,000 active | activity change, % (values are at about 110 or 230 µM); in the data active means activity change below about -30%; inconclusive means mostly about -25% to -30%;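 further: plate controls were DMSO wells for no effect and wells without enzyme for full effect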
#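 LDH5 2 nM; NADH 0.06 mM, pyruvate 0.2 mM; 200 mM Tris pH 7.4, EDTA, Tween-20; 5 min RT. Detection: diaphorase 0.133 mg/mL + resazurin 37 µM, fluorescence ex540/em590 at 0 and 20 min; normalized to enzyme-free and DMSO wells.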
# Anesthetic bind = qHTS Assay for Identification of Novel General Anesthetics | Ferritin light chain (Equus caballus), P02791 | apoferritin/1-aminoanthracene competitive binding, fluorescence | Potency, µM (series often up to 77.5 µM), inactives show at the highest dose activity change, negative = displacement, hits mostly inhibitors | 0.074% of 350,000 active | AID 485281, 2010; further: potency means the concentration at half of the fitted maximal effect; on the % scale 0 is the no-effect control and ±100 the full control effect; nearly all actives have a fitted effect of over 20% in size
# Target sequence (P02791 2-175 limits assumed): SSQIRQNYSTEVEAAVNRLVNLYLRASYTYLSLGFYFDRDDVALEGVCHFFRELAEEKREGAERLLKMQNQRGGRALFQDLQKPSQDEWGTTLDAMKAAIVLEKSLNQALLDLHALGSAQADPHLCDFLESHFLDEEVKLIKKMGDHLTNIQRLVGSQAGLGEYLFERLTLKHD
#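 Apoferritin-based anesthetic binding model; compound displacement of fluorescent 1-AMA measured as endpoint fluorescence after 10 minutes at room temperature, scaled to free-ligand and complex controls.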
# Pol iota inh = qHTS for Inhibitors of Polymerase Iota | DNA polymerase iota (Homo sapiens), Q9UNA4 | 1% of 390,000 active | AID 588590, 2011 | Pol iota fluorescent replication assay, 10 min | Potency, µM (top dose mostly 115 µM), for the others: at the highest dose activity, negative = inhibition, actives largely listed as inhibitors; further: potency means the concentration at half of the fitted maximal effect
#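 Pol iota at 10 nM preincubated 15 min with compounds at room temperature; reaction started with fluorescent substrate, 50 nM final. Fluorescence read kinetically at 0 and 10 min; buffer-only wells as negative control.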
# POLB inh = qHTS Assay for Inhibitors of DNA Polymerase Beta | Pol beta primer extension/strand displacement, fluorescence kinetic | 1.3% of 340,000 active | Potency, µM (top dose mostly 114 µM), inactives show top-dose activity change, negative = inhibition, usual class: inhibitors; further: potency means the concentration at half of the fitted maximal effect; on the % scale 0 is the no-effect control and ±100 the full control effect
#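 Values derive from four-parameter Hill fits of normalized kinetic data: reads at 0 and 10 min following addition of 50 nM substrate to 10 nM Pol beta preincubated 15 min with compound.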
# BLM inh = qHTS Assay for Inhibitors of Bloom's syndrome helicase (BLM). recombinant BLM DNA unwinding, fluorescence dequenching. Potency, µM (top dose mostly 56.1 µM), for inactives: top-dose activity change, negative = inhibition, most hits filed as inhibitors. 0.2% of 350,000 active. AID 2528, 2010;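 further: potency means the concentration at half of the fitted maximal effect; plate controls were vehicle for no effect and no enzyme for full effect; nearly all actives have a fitted effect of over 35% in size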
# POLK inh = qHTS for Inhibitors of Polymerase Kappa | DNA polymerase kappa (Homo sapiens), Q9UBT6 | purified Pol kappa, fluorescent DNA synthesis assay, 10 min | Potency, µM (series often up to 107 µM), for the others: top-dose activity, negative = inhibition, most hits filed as inhibitors | 0.53% of 400,000 active | AID 588579, 2011; further: potency means the concentration at half of the fitted maximal effect; on the % scale 0 is the no-effect control and ±100 the full control effect
#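 Pol kappa 10 nM + cpd, 15 min RT; start w/ substrate 50 nM final; fluorescence kinetic read, 0 and 10 min. Neg ctrl: buffer, no enzyme.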
# Glioma ERSR ind = qHTS for Inducers of the Endoplasmic Reticulum Stress Response (ERSR) in Human Glioma: qHTS; U87-MG GRP78 promoter luciferase reporter, 16 h; Potency, µM, for inactives: at the top dose activation, hits mostly activators; 0.02% of 420,000 active; AID 602332, 2012; further: potency means the concentration at half of the fitted maximal effect; series mostly up to about 76 µM; % of control where 0% means no effect; nearly all actives have a fitted effect of over 35% in size
#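 Stably transfected U87-MG human glioma cells carrying a GRP78-based luminescent sensor were seeded at 1000 cells/well, pin-dosed with compounds and incubated 16 h. Luciferase reagent was then added, and end-point luminescence was read after 10 min at room temperature.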
# An asterisk follows results filed as active; ? = inconclusive; · = no result given; & = joins results of further samples; [ ] = another dose, or the depositor's remark. Unless noted, the call rests on the fitted dose curve; in most records, active means well fitted curve in the direction sought with a large enough effect; inconclusive means small, poorly fitted or top-dose-only effect, or another doubt; inactive means no such curve, though single readings can be large; an effect the other way counts as inactive or inconclusive.
# The opening two records, ahead of the listing:
# Values in the order – APE1 inh	POLH inh	LDHA inh	Anesthetic bind	Pol iota inh	POLB inh	BLM inh	POLK inh	Glioma ERSR ind
> CC1=C(C(=O)Nc2cccc(C(=O)N3CCC(C(N)=O)CC3)c2)SCCO1
    53.5%[activator]	0.2%	-7.5	-2.8%	-10.3%	6.6%	-0.6%	-10.4%	-1.2%
> Cc1ccc(S(=O)(=O)c2ccc(NC(=O)c3c(F)cccc3F)cc2)cc1
    -5.2%	-15.0%	-2.5	3.6%	-11.6%	-2.7%	-4.9%	1.7%	-5.2%

# Main list, previewed entries included:
# Values in the order – APE1 inh	POLH inh	LDHA inh	Anesthetic bind	Pol iota inh	POLB inh	BLM inh	POLK inh	Glioma ERSR ind
> CC1=C(C(=O)Nc2cccc(C(=O)N3CCC(C(N)=O)CC3)c2)SCCO1
    53.5%[activator]	0.2%	-7.5	-2.8%	-10.3%	6.6%	-0.6%	-10.4%	-1.2%
> Cc1ccc(S(=O)(=O)c2ccc(NC(=O)c3c(F)cccc3F)cc2)cc1
    -5.2%	-15.0%	-2.5	3.6%	-11.6%	-2.7%	-4.9%	1.7%	-5.2%
> CC(C(=O)N(C)C)N1c2cccc3cccc(c23)S1(=O)=O (stereo unspecified)
    -13.8%	-6.9%	2.6	3.1%	46.9%[activator]	15.1%	4.5%	4.1%	-0.6%
> O=C(N/N=C/c1cccc([N+](=O)[O-])c1)c1ccccc1-n1cccc1
    -2.6%	-19.4%	-3.1	-19.3%	49.8%[activator]	?	-6.7%	-2.0%	-2.4%
> N#CCC(=O)Nc1ccc(C(=O)NCC(c2ccco2)N2CCCCC2)cc1 (stereo unspecified)
    -5.9%	4.2%	-6.7	0.5%	30.6%[activator]	-10.3%	-9.6%	-8.5%	-2.0%
> CCc1ccc(-n2c(=O)c3c4c(sc3n(CC(=O)NCCCOC)c2=O)CCC4)cc1
    ·	4.9%	-5.0	0.3%	0.0%	-5.3%	-7.1%	-6.7%	-4.5%
> Cc1noc(C)c1-c1ccc2ncnc(NCc3cccs3)c2c1
    14.1µM*	·	·	·	·	·	-8.6%	?	-2.7%
> CN1CC(=O)N/C1=N\C(=O)Nc1ccc(O)cc1
    40.7%	-19.9%	9.9	7.1%	2.9%	0.0%	-1.4%	-8.3%	-2.5%
> CCOc1ccc(S(=O)(=O)Nc2cc(Cl)ccc2O)cc1
    12.4%	-14.9%	13.8	-20.1%	-8.7%	1.2%	-9.4%	-18.3%	-4.9%
> CC(C)(C)C(=O)N1CCN(c2ccc([N+](=O)[O-])cc2-n2cccc2)CC1
    -0.2%	-9.9%	-8.6	-5.1%	7.8%	1.0%	-5.6%	-4.9%	0.8%
> CSc1nc(-c2ccco2)nn1C(=O)Cc1ccccc1
    1.9%	0.7%	-7.0	2.0%	-3.5%	-3.1%	0.7%	-6.4%	-4.2%
> C=CCn1c(Cc2nc3ccc(Cl)cc3[nH]2)n[nH]c1=S
    ?	-10.3%	-6.4	0.8%	?	-19.4%	-14.3%	?	-0.8%
> CC(=O)Nc1nc(C)c(-c2csc(Nc3ccc(O)cc3)n2)s1
    -5.3%	?	4.3	6.1%	3.4%	2.5%	-12.1%	-19.1%	-3.8%
> CCc1ccc(-c2[nH]nc3nc(-c4ccc(OC)cc4)cc(C(=O)NCCc4ccc(OC)c(OC)c4)c23)cc1
    ·	-0.5%	-1.5	-14.3%	2.5%	2.4%	-5.6%	-8.3%[60.1 µM]	4.9%
> Cc1nnc(SCC(=O)Nc2cc(S(=O)(=O)N3CCOCC3)ccc2N2CCCC2)s1
    ·	-9.9%	-1.7	·	10.8%	·	·	-0.3%	-6.4%
> COCCCN(C(=O)CCSc1ccc(F)cc1)c1c(N)n(Cc2ccccc2)c(=O)[nH]c1=O
    5.1%	-16.0%	-3.8	·	10.2%	·	·	-4.8%	-3.6%
> Cc1ccc(C(=O)C2=C(O)C(=O)N(Cc3cccnc3)C2c2ccc(OC(C)C)cc2)o1 (stereo unspecified)
    6.3%	-11.7%	-1.0	-19.5%	6.7%	-9.7%	-11.6%	-7.6%	-0.7%
> COC(=O)c1ccc(S(=O)(=O)N2CCCN(Cc3cccc(Br)c3F)CC2)n1C
    -0.4%	-11.6%	-4.0	-0.7%	?	-3.4%	-8.4%	-17.5%	-0.4%
> O=S(=O)(NCC1NCCc2ccccc21)c1ccccc1 (stereo unspecified)
    -1.9%	-5.6%	1.6	-18.4%	79.0%[activator]	9.2%	-1.2%	-6.9%	-2.9%
> O=C(NN1CCOCC1)c1ccc(Br)cc1
    ·	1.2%	-11.5	·	153.8%[activator]	·	·	-4.4%	-2.9%
> CCOc1ccc(C(C)=O)cc1Cn1c(=O)oc2ccccc21
    12.9%	-24.0%	-3.5	-15.5%	43.8%[activator]	-11.0%	-4.7%	-4.6%[60.1 µM]	-2.3%
> Cn1nccc1C(=O)N1CCN(c2ncccn2)CC1
    0.9%	-10.0%	-9.0	-0.7%	65.2%[activator]	7.1%	-2.3%	-13.5%	-0.8%
> C=CCn1c(SCC(=O)Nc2cccc(S(N)(=O)=O)c2)nc2sc(C)c(C)c2c1=O
    29.0%	-11.3%	-4.5	·	1.9%	·	·	-15.0%	-0.6%
> Cc1cc(C)n2nc(CC#N)c(C#N)c2n1
    2.0%	-14.9%	-5.5	-1.5%	99.4%[activator]	13.7%	-1.6%	-3.5%	-2.1%
> COc1cccc(CSc2nc3sc(C)c(C)c3c(=O)n2Cc2ccco2)c1
    15.1%	-14.7%	-4.0	-1.1%	-0.7%	-26.2%	-7.6%	-10.7%	-0.2%
> O=C(Oc1cccc2ccccc12)c1cc(Cl)nc2ccccc12
    0.9%	-10.6%	-0.6	-2.6%	19.8%	5.4%	-2.8%	-4.0%	2.7%
> Cc1cc(C)cc(NC(=O)CSc2oc(-c3ccccc3)nc2S(=O)(=O)c2ccccc2)c1
    ·	-19.9%	-2.1	-20.4%	0.1%	?	-29.1%	-2.3%	-0.8%
> Cc1ccc(C)c(NC(=O)CCN2C(=O)c3ccccc3C2=O)c1
    47.2%[activator]	-6.3%	0.3	-5.0%	12.7%	12.0%	0.0%	-1.0%	1.7%
> S=c1[nH]nc(/C=C/c2ccccc2)o1
    -14.3%	-14.8%	-1.3	0.5%	21.8%	46.5%[activator]	-1.3%	-0.5%	1.8%
> CCOC(=O)c1c(NC(=O)COC(=O)c2cc(OC)c(OC)cc2[N+](=O)[O-])sc(C)c1C
    -0.3%	-13.1%	-5.9	-14.3%	29.0%	-4.4%	-6.4%	-0.5%	-0.2%
> COc1cc(C2C(C#N)=C(N)N(N(C)C)C3=C2C(=O)CCC3)ccc1O (stereo unspecified)
    -0.5%	5.5%	23.8	-6.4%	58.5%[activator]	18.2%	-12.3%	-26.0%	-11.5%
> COc1ccc(N2CCN(C(=O)CC(NC(N)=O)c3cccc(Oc4ccccc4)c3)CC2)cc1 (stereo unspecified)
    -3.3%	-3.4%	-2.2	-2.0%	5.2%	15.9%	-4.6%	-16.0%	-3.9%
> Cc1ccc(NS(=O)(=O)c2ccc3c(c2)NC(=O)CO3)cc1Cl
    18.1%	1.3%	0.0	-3.5%	5.7%	4.0%	-3.6%	1.5%	-8.3%
> Brc1ccc(-c2ccc(/C=N/Nc3nc(N4CCOCC4)nc(N4CCOCC4)n3)o2)cc1
    -8.5%	-2.2%	-16.4	2.3%	36.0%[activator]	6.6%	-6.3%	-2.5%	-2.2%
> Cc1ccccc1-c1n[nH]c(=S)o1
    8.6%	0.6%	-7.1	-16.6%	-4.1%	6.0%	0.2%	-18.1%	-2.0%
> CCC1=Nc2cc(C(=O)NCc3ccc(C)cc3)ccc2Sc2ccc(C)cc21
    ·	-14.0%	-1.5	-19.9%	?	-26.4%	-7.1%	-11.0%[60.1 µM]	-2.5%
> N#Cc1cccc(NC(=O)CCN2C(=O)C3CCCCC3C2=O)c1 (stereo unspecified)
    8.9%	-17.8%	-2.4	·	74.3%[activator]	·	·	-15.9%	-2.1%
> CCOc1ccc(NS(=O)(=O)CC23CCC(CC2=O)C3(C)C)cc1 (stereo unspecified)
    15.5%	-10.6%	-10.9	?	11.2%	18.7%	-3.0%	5.7%	-2.1%
> CCOC(=O)C[C@H]1c2ccc(C(F)(F)F)cc2S(=O)(=O)N1C(C)C
    ·	6.2%	-1.9	·	28.8%&-9.5%	·	·	-6.0%&-26.6%	-2.5%&0.3%
> Cc1ccc(N(C)S(=O)(=O)c2cc(-c3cnc(C4CC4)o3)ccc2C)cc1
    -21.8%	4.9%	-1.8	-5.8%	?	11.0%	-18.1%	-6.6%	-2.7%
> CCOC(=O)CC(=O)CSc1nnc2sc3ccccc3n12
    -9.1%	-5.5%	-5.0	-16.9%	?	37.4%	-3.0%	-1.8%	-2.2%
> COC(=O)c1sc(NC(=O)c2c(OC)cccc2OC)c(C#N)c1C
    6.8%	1.8%	-2.3	-7.7%	12.8%	-6.9%	-7.5%	12.4%	-4.8%
> S=C(NCCN1CCOCC1)Nc1ccc(-c2nc3ccccc3[nH]2)cc1
    1.0%	-10.2%	-8.7	-6.3%	19.9%	-4.7%	2.7%	11.1%	-1.6%
> COc1ccc(Cl)cc1NC(=O)CN(C)C(=O)CCCc1c[nH]c2ccccc12
    -14.4%	-11.9%	0.3	-7.8%	10.7%	-13.0%	-12.7%	-7.4%	-4.5%
> COc1ccc(C(CNC(=O)COc2ccccc2)N2CCCCC2)cc1 (stereo unspecified)
    4.8%	-12.6%	1.8	·	-4.8%	·	·	8.2%	-3.8%
> COc1cc(C2Nc3ccccc3C(=O)N2Cc2ccccc2)ccc1OCc1ccccc1 (stereo unspecified)
    ·	·	-4.9	·	?	·	·	-9.0%	-2.2%

# Some of the compounds tested; count on the stated rates, not on these rows.
